High-throughput results deposited in PubChem by several laboratories.
V1R ag counter: V1a receptor agonism, counter-screen for OXTR agonists; P37288; CHO-V1R cells, Fluo-8 calcium fluorescence, agonist mode; 0% DMSO, 100% 3 nM vasopressin; activation, % at 3 µM; hit rate 0.25% among 320,000; AID 2797;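 active = activation above the mean activation of all tested compounds plus 3 SD, per screening run, cut at about 20% in these data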;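 note: signal is peak over basal fluorescence ratio across a 100 second FLIPR read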
GPR7 antag: antagonists of human GPR7 (neuropeptides B/W receptor 1); P48145; GPR7-expressing cells, fluorescence antagonist assay; inhibition, % at 4.4 µM; hit rate 1.1% among 290,000; AID 1861; in the data active = inhibition above about 16%, passing the limit was not always enough;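 note: cells stimulated with the agonist NPW; 0% = agonist with vehicle and 100% = vehicle without agonist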
PHOSPHO1 block: blocks human PHOSPHO1 phosphatase activity. Q8TCT1. recombinant PHOSPHO1, absorbance phosphatase assay. inhibition, % at 13.3 µM. hit rate 1.1% among 290,000. AID 1565; in the data active = inhibition above about 60%
Target sequence (Q8TCT1 whole entry, looked up): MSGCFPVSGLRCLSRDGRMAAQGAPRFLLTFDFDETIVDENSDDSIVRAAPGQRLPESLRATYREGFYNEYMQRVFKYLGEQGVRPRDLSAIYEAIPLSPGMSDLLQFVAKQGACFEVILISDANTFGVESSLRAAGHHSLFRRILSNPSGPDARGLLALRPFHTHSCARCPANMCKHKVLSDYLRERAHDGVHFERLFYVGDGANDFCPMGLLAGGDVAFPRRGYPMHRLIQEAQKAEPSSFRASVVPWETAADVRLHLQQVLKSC
GalR3 antagonist: blocks the human galanin receptor 3. inhibition, % at 3 µM. HEK293 GalR3-CNG cAMP membrane potential fluorescence; galR3 body fused to GalR1 C-terminus. hit rate 0.44% among 360,000. O60755. AID 651719;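 active = inhibition above the screen-wide average plus 3 SD, cut at about 13% in these data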;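 note: forskolin and galanin both at EC90 stimulate the cells; cAMP rise reported by CNG channel membrane potential dye signal; 0% = forskolin plus galanin with DMSO and 100% = forskolin alone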
Target sequence (O60755 1-299 limits assumed): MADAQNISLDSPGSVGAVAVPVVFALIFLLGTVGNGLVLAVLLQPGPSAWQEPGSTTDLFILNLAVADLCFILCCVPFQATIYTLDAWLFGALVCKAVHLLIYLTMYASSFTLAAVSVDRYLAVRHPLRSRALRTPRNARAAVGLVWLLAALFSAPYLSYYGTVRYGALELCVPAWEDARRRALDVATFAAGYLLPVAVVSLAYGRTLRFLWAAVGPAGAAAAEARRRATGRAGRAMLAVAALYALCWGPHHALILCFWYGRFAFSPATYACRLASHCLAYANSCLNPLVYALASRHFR
HCV NS3 hel inh: inhibitors of Hepatitis C virus NS3 helicase. NS3 helicase DNA unwinding, Cy5 molecular beacon fluorescence. inhibition, % at 10.9 µM. hit rate 0.56% among 290,000. AID 1800;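 active = inhibition above the mean of all tested compounds plus 3 SD, set per campaign, cut at about 35% in these data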;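 note: 0% = DMSO wells and 100% = thioflavine S control wells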
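Assay system – hepatitis C virus NS3 helicase domain fragment enzyme · Buffer or medium – MOPS pH 6.5, MgCl2, DTT, Tween20, BSA · Reagent – Cy5/quencher beacon DNA duplex and ATP to start · Compound – single 10.9 µM dose · Timing – 1 h at 25 °C · Technique – Cy5 beacon fluorescence read at start and 1 h · Measure – % inhibition of unwinding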
OXTR ag: activates the human oxytocin receptor; P30559; CHO-OTR cells, Fluo-8 calcium fluorescence; normalized: DMSO 0%, oxytocin 100%; activation, % at 3 µM; hit rate 0.32% among 320,000; AID 2435;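 active = activation above the mean of all tested compounds plus 3 SD, cutoff set per screening run, cut at about 20% in these data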;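 note: peak over basal fluorescence ratio from a 100 s FLIPR kinetic read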
Target sequence (P30559 whole entry, looked up): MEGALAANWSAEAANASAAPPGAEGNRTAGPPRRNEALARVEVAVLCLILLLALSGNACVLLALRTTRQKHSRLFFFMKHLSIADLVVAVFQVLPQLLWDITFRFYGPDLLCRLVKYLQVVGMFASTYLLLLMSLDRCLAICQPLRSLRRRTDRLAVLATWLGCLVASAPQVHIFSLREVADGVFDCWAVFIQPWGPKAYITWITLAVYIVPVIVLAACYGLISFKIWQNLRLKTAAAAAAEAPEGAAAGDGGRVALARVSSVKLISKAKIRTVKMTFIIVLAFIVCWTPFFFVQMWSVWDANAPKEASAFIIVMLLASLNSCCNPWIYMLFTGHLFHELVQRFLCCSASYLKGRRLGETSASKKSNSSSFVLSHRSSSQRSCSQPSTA
FID counter: displaces DNA intercalator in HCV helicase counter-screen; DNA fluorescent intercalator displacement, fluorescence; inhibition, % at 7.9 µM; hit rate 0.17% among 290,000; AID 1845; in the data active = inhibition above about 37%;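 note: 0% = vehicle and 100% = reference compound; higher means more ethidium bromide displaced from hairpin DNA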
VIM-2 inhibitor: inhibitors of Pseudomonas aeruginosa VIM-2 metallo-beta-lactamase; inhibition, % at 5.6 µM; hit rate 0.89% among 290,000; purified VIM-2, nitrocefin hydrolysis, epi-absorbance fluorescence;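 active = inhibition above the mean of all tested compounds plus 3 SD, cutoff set per screening run, cut at about 7.5% in these data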;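 note: red hydrolysis product quenches plate fluorescence so inhibitors raise well fluorescence; 0% = enzyme with DMSO and 100% = DMSO without enzyme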
IMP-1 inh: inhibitors of Pseudomonas aeruginosa IMP-1 metallo-beta-lactamase; purified IMP-1, nitrocefin hydrolysis, epi-absorbance fluorescence; inhibition, % at 5.6 µM; hit rate 0.45% among 290,000; AID 1556;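 active = inhibition above the mean plus 3 SD of all compounds in the same screening run, cut at about 4.5% in these data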;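 note: 0% = IMP-1 with DMSO and 100% = DMSO wells lacking enzyme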
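System – purified recombinant IMP-1 beta-lactamase · Input – IMP-1 dispensed at 0.2 nM · Timing – 15 min preincubation plus 25 min reaction at 25 °C · Signal – Epi-absorbance fluorescence, 480 nm excitation, 530 nm emission · Measure – percent IMP-1 inhibition derived from blank-referenced optical density · Controls – Enzyme-plus-DMSO low control, enzyme-free DMSO high control · Replication – singlicate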
An asterisk follows results filed as active; . = no result given.

A first look:
Below each compound – V1R ag counter	GPR7 antag	PHOSPHO1 block	GalR3 antagonist	HCV NS3 hel inh	OXTR ag	FID counter	VIM-2 inhibitor	IMP-1 inh
> N#C/C(=C(/O)c1ccc(C(=O)c2ccccc2)cc1)c1nc2ccccc2[nH]1
 : 0.2	-1.7	12.1	-3.0	0.6	-0.3	-3.4	-2.9	-2.8
> Cc1cc(=O)oc(C)c1C(=O)NCc1ccccc1
 : 0.8	2.6	32.5	-3.0	-6.0	1.0	-0.2	2.7	-0.3
> O=C(Nc1ccc2c(c1)OC1(CCCC1)O2)C1CC1
 : -0.5	-7.2	-28.4	-9.0	-2.4	-1.0	-3.5	-1.0	-2.3
> O=C(NC1CCCC1)c1cc(-c2ccccc2)nc2ccccc12
 : -1.2	-20.1	.	-12.0	-0.1	-2.1	-12.5	-2.3	-1.8
> CSc1ccccc1NC(=O)c1cc(C2CC2)on1
 : -1.4	-5.6	-14.1	.	0.7	-2.2	-0.3	-1.9	-1.4
> Cc1ccc(NC(=O)CSc2ccc(C(N)=O)cc2[N+](=O)[O-])cc1
 : -0.7	-3.4	-18.9	-4.7	-3.0	-1.9	7.2	-2.0	-5.1
> Cc1ccc2c(c1)sc(C)[n+]2CCCS(=O)(=O)[O-]
 : -0.1	-4.7	-24.0	2.6	5.9	0.6	-46.6	-6.8	-2.4

The listing, repeating the preview:
Below each compound – V1R ag counter	GPR7 antag	PHOSPHO1 block	GalR3 antagonist	HCV NS3 hel inh	OXTR ag	FID counter	VIM-2 inhibitor	IMP-1 inh
> N#C/C(=C(/O)c1ccc(C(=O)c2ccccc2)cc1)c1nc2ccccc2[nH]1
 : 0.2	-1.7	12.1	-3.0	0.6	-0.3	-3.4	-2.9	-2.8
> Cc1cc(=O)oc(C)c1C(=O)NCc1ccccc1
 : 0.8	2.6	32.5	-3.0	-6.0	1.0	-0.2	2.7	-0.3
> O=C(Nc1ccc2c(c1)OC1(CCCC1)O2)C1CC1
 : -0.5	-7.2	-28.4	-9.0	-2.4	-1.0	-3.5	-1.0	-2.3
> O=C(NC1CCCC1)c1cc(-c2ccccc2)nc2ccccc12
 : -1.2	-20.1	.	-12.0	-0.1	-2.1	-12.5	-2.3	-1.8
> CSc1ccccc1NC(=O)c1cc(C2CC2)on1
 : -1.4	-5.6	-14.1	.	0.7	-2.2	-0.3	-1.9	-1.4
> Cc1ccc(NC(=O)CSc2ccc(C(N)=O)cc2[N+](=O)[O-])cc1
 : -0.7	-3.4	-18.9	-4.7	-3.0	-1.9	7.2	-2.0	-5.1
> Cc1ccc2c(c1)sc(C)[n+]2CCCS(=O)(=O)[O-]
 : -0.1	-4.7	-24.0	2.6	5.9	0.6	-46.6	-6.8	-2.4
> CCCn1c(SCC(=O)N2c3ccc(F)cc3CCC2C)nnc1-c1ccccn1 (stereo unspecified)
 : -0.5	-12.4	-25.7	-8.5	0.9	-1.3	-10.0	-4.5	-6.9
> CCC1=Nc2ccccc2-c2nnc(SC)nc2O1
 : -1.4	-7.3	5.5	-3.3	-5.0	-2.4	0.6	10.3*	-2.4
> Cc1ccc(NC(=O)C(C)Sc2nnc(-c3cccnc3)n2-c2ccccc2)cc1 (stereo unspecified)
 : -1.0	-4.9	-1.4	-7.1	-7.4	-1.8	-32.2	-4.3	-3.2
> Nc1c(C(=O)NCCc2ccccc2)nnn1Cc1ccccc1
 : 0.0	-9.1	23.0	1.8	-0.1	2.0	-9.6	-1.5	-1.2
> N/C(Cc1cccc2ccccc12)=N\OC(=O)Cc1cccs1
 : -1.3	-7.5	-5.1	-8.7	-3.9	-2.7	-2.6	-3.5	-2.9
> O=C(NC1CCCCC1)C(c1ccc(F)cc1)N(Cc1ccco1)C(=O)CN1C(=O)c2ccccc2S1(=O)=O (stereo unspecified)
 : 1.4	-9.1	5.7	4.7	1.4	0.7	-3.1	-1.1	-0.5
> CC(=O)C(Sc1nccc(-c2cccs2)n1)C(C)=O
 : 0.7	-8.8	-9.0	-1.5	0.9	0.3	2.7	-4.2	-4.4
> CC1CN(C(=O)CCc2cc(C(C)(C)C)c(O)c(C(C)(C)C)c2)CC(C)O1 (stereo unspecified)
 : -0.6	-7.4	38.3	-1.6	5.2	-1.0	-41.0	-1.0	-1.5
> O=C(Nc1ccnn1C1CCN(C2CCCCC2)CC1)c1ccccc1
 : 0.3	0.1	47.5	-6.8	0.5	0.8	4.0	-1.4	-2.0
> COc1ccc(CNC(=O)C(c2ccc(C)o2)N(Cc2cccs2)C(=O)Cc2cccs2)cc1 (stereo unspecified)
 : 7.5	-4.6	27.2	-5.1	-0.3	5.4	-8.9	-1.4	-1.3
> CC(=O)c1ccc(C(=O)NC2CC(C)(C)Cc3c2cnn3-c2ccccc2)cc1 (stereo unspecified)
 : -0.3	16.3	-1.9	0.1	-5.9	-1.1	-36.5	-3.1	-3.7
> Cc1ccc2[nH]c(=O)c(CN(Cc3cccnc3)C(=S)NCCCN(C)C)cc2c1
 : 0.3	-3.8	28.1	-2.4	-3.2	-0.4	11.5	7.6	-0.3
> COC(=O)c1cn(C(=O)c2ccc(Cl)cc2)c2ccccc12
 : -0.4	-11.2	24.6	2.9	-3.5	-0.8	1.2	-3.0	-2.9
> CCOc1ccc(-c2nnc3n2N=C(c2ccc(OC)cc2)CS3)cc1
 : -1.0	-8.5	29.2	0.9	9.1	-0.1	-5.0	-2.7	-6.2
> O=C(Nc1ccc(-c2cn3ccsc3n2)cc1)c1ccc(F)c(S(=O)(=O)N2CCOCC2)c1
 : 2.6	4.7	-13.9	-4.5	-1.1	0.3	-9.4	-1.8	-4.7
> Cc1onc(-c2c(F)cccc2Cl)c1C(=O)Nc1nc2c(s1)CCCC2
 : 0.1	-5.1	-3.2	-6.0	-8.5	-0.1	-17.9	-3.0	-8.0
> Cc1ccc(C)c(-n2c(-c3csc(C)c3)n[nH]c2=S)c1
 : -0.6	-1.0	96.9*	-7.2	9.9	-0.9	-30.6	-5.4	-3.6
> COc1ccc2cc3cc(C(=O)NC(C)C)oc3nc2c1
 : 0.8	-10.8	13.0	-4.0	-1.3	0.4	-10.8	-2.1	-3.0
> CC1(C(=O)NNC(=O)C2CCCCC2)CC1(Cl)Cl (stereo unspecified)
 : -0.5	-4.9	20.0	-1.1	-5.0	-0.7	-3.6	-5.7	-4.2
> Cc1ccc(CN2CCN(/N=C/c3cc(Br)ccc3O)CC2)cc1
 : 0.7	-8.8	21.8	0.6	-5.0	0.3	0.6	-1.2	-1.9
> CCOc1ccc(CNC(=O)C2CC(=O)N(C3CCCC3)C2)cc1OC (stereo unspecified)
 : -0.8	-7.2	21.5	-9.3	-11.4	0.6	-10.0	-2.0	3.3
> CC1(C)CC2(CC(c3ccccc3F)c3ccc(O)c(O)c3O2)NC(=S)N1 (stereo unspecified)
 : -0.1	0.6	-15.1	7.5	-24.0	0.6	-7.3	-2.8	-0.6
> Cc1ccc(C)c2[nH]c(=O)c(CCNC(=O)c3ccc(S(=O)(=O)N4CCCC4)cc3)cc12
 : 1.6	9.8	42.7	-2.2	11.1	3.2	-40.5	3.1	1.2

Sorted by the number under GPR7 antag (highest first): 3 from the list above.
structure	GPR7 antag
CC(=O)c1ccc(C(=O)NC2CC(C)(C)Cc3c2cnn3-c2ccccc2)cc1 (stereo unspecified)	16.3
Cc1ccc(C)c(-n2c(-c3csc(C)c3)n[nH]c2=S)c1	-1.0
N/C(Cc1cccc2ccccc12)=N\OC(=O)Cc1cccs1	-7.5

The list continues.
Below each compound – V1R ag counter	GPR7 antag	PHOSPHO1 block	GalR3 antagonist	HCV NS3 hel inh	OXTR ag	FID counter	VIM-2 inhibitor	IMP-1 inh
> CC1(C)CC(=O)C(C(O)c2ccccc2)C(C)(C)N1 (stereo unspecified)
 : 1.6	-8.6	39.0	-8.7	9.4	-0.6	-1.8	-1.6	-5.1
> Cc1ccc(O)c(-c2cc(-c3ccc(F)cc3)no2)c1
 : 0.6	-13.4	45.3	-2.3	8.4	1.3	-6.9	-1.8	-2.9
> COc1c(C)cc(S(=O)(=O)NCc2ccccn2)c(C)c1C
 : 0.0	-5.2	33.9	-10.6	0.8	-0.3	-11.3	0.0	-1.4
> COc1cccc(OCc2cc(C(=O)NCc3ccccn3)no2)c1
 : 2.3	-17.8	50.7	-4.4	-1.4	0.1	-19.0	-3.0	-3.3
> CCCCC(=O)Nc1ccc(NC(=O)c2ccccc2[N+](=O)[O-])cc1OC
 : 0.3	-4.6	-2.0	0.6	-0.4	0.8	-6.2	-1.4	-1.9
> O=C(NCCc1ccccn1)c1cc(-c2cccc3ccccc23)nc2ccccc12
 : 0.3	-9.1	-22.8	-3.6	-13.3	-1.5	-18.9	-3.0	-3.6
> Cc1ccc(S(=O)(=O)NC(CC(C)C)C(=O)N2CCCC2)cc1 (stereo unspecified)
 : -0.5	-14.9	5.1	-3.4	7.0	-0.5	-32.4	-1.8	-3.5
> O=C1c2ccccc2C(=O)N1CCCCCc1nc(-c2ccccc2)no1
 : 2.1	-20.0	3.6	1.1	-3.7	1.1	-2.5	-3.5	-3.0
> CCC1CCCCN1C(=O)c1sc2nc(C)nc(N(CC)CC)c2c1C (stereo unspecified)
 : -1.6	24.9*	8.4	-2.0	-15.4	-2.1	-31.6	1.2	-0.1
> COc1ccc(C(=O)NCCc2cc3c(OC)ccc(OC)c3[nH]c2=O)cc1OC
 : -1.5	-7.3	22.0	6.5	-7.4	-2.1	-32.4	-0.4	-2.0
> Cc1cc(C)n2nc3ccccc3c2n1
 : -0.4	-11.7	8.8	-6.2	2.2	-0.9	0.6	6.5	-0.8
> C=C1N(CCCCCC(=O)O)C(=O)OC12CCCCC2
 : -0.7	2.4	21.5	-1.5	-8.8	0.5	-8.0	1.4	-2.7
> COc1ccc(Cc2noc(CN(C)CC3(N4CCOCC4)CCCCC3)n2)cc1OC
 : -1.5	0.8	44.0	-6.0	-3.8	0.1	-0.3	-3.3	-1.1
